# ERp5 inh – blocks human ERp5 reductase activity on insulin | ERp5 insulin aggregation, absorbance 650 nm, 90 min | inhibition, % at 9.99 µM | actives 0.05% (n = 350,000) | Q15084;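 active means mean replicate inhibition above about 25%, with every replicate also reaching it, limit read from the data, passing the limit was not always enough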
# PglD DTNB – PglD (C. jejuni) enzyme inhibition; purified PglD enzyme, DTNB colorimetric CoA detection; inhibition, % at 12.5 µM; actives 0.098% (n = 360,000); in the data active means inhibition above about 16%, passing the limit was not always enough; further: strong numbers were not always called active
# Casp6 inh – inhibitors of human caspase-6. P55212. purified caspase-6, Z-VEID-R110 cleavage fluorescence. inhibition, % at 12.5 µM. actives 0.53% (n = 350,000);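 active means mean inhibition across replicates at least about 35%, with every replicate also reaching that limit, limit read from the data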;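 further: 0% = median of neutral control wells and 100% = no fluorescence left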
# RAD52 inh – blocks human RAD52 DNA annealing; P43351; recombinant RAD52 DNA annealing, FRET fluorescence; inhibition, % at 18.7 µM; actives 0.46% (n = 360,000); AID 651710;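 active means every replicate showing at least 50% inhibition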
# Target sequence (P43351 whole entry, looked up): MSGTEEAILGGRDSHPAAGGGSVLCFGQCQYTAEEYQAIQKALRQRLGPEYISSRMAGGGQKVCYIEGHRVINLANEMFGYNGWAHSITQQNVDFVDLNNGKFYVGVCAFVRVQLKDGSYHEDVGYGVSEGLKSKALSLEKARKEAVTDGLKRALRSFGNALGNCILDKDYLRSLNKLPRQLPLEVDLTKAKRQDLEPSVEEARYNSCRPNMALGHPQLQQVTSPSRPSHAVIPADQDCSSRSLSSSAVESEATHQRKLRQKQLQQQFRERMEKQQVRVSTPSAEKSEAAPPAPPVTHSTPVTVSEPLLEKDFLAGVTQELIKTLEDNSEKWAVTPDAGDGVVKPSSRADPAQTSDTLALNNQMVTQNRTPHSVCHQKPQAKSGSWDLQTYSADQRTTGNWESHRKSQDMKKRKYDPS
# esBAF inh – blocks esBAF chromatin remodeling in mouse ES cells; Bmi1-luciferase knock-in reporter, 24 h; 100% = twice the neutral-well signal; reporter increase, % at 12.5 µM; actives 2% (n = 350,000); in the data active means activation above about 40%;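 further: 0% = median of the plate's neutral control wells and 100% = double that signal; a rise in the Bmi1 reporter signal indicates esBAF inhibition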
# ARNT-TACC3 inh – disrupts binding between human ARNT and TACC3 | AlphaScreen His-ARNT PAS-B/GST-TACC3 binding, luminescence; TACC3 fragment carries E629A point mutation | Q9Y6A5 | inhibition, % at 9.99 µM | actives 0.66% (n = 390,000);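 active means mean inhibition of replicates at least 50% and at least half of replicates each reaching 50%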;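 further: 0% = complete ARNT plus TACC3 wells and 100% = ARNT alone without TACC3; many hits fall short of the cut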
# E-sel inducer – E-selectin induction on HUVECs; HUVEC E-selectin immunofluorescence imaging; normalized: neutral wells 0, TNF-alpha wells 100; activation, % at 7.58 µM; actives 0.37% (n = 260,000);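 active means mean E-selectin-positive cell signal at least 10% of the positive control, reached in at least 60% of replicates, without over 20% cell loss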;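 further: in these data hits start at about 27%; measured in HUVEC primary endothelial cells; signal is the percent of cells scored E-selectin positive by PE staining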
# Target sequence (P16581 whole entry, looked up): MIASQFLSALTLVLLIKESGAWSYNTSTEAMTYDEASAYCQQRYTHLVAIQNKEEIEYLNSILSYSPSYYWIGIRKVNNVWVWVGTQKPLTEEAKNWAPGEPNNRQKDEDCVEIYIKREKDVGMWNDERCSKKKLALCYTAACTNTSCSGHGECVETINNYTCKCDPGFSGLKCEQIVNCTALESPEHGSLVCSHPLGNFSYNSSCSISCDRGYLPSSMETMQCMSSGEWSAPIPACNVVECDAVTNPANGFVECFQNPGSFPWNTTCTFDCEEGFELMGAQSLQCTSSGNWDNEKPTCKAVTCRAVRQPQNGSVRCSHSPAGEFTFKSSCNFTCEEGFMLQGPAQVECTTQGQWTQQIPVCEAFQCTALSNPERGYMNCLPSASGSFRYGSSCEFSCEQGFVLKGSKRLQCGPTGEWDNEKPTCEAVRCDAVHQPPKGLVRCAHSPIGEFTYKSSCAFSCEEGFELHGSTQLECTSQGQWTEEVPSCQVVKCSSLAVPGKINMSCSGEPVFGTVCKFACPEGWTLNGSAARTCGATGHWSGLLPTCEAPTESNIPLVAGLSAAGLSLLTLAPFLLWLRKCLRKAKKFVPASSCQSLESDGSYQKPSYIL
#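 Test system: HUVEC; input: 3,000 HUVEC/well; measured by: immunofluorescence imaging; read-out: % PE-positive cells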
# RAD54 branch – blocks human RAD54 Holliday junction branch migration | FAM/BHQ fluorescence | inhibition, % at 10.4 µM | actives 0.14% (n = 360,000) | AID 602329;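 active means mean normalized replicate activity at least 40 and at least half of replicates scoring 40 or more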;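 further: 0% = median of neutral control wells and 100% = median of positive control wells; inhibitors cause a drop in the FAM fluorescence signal; in these data hits start at about 50%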
# * hit, by the source's call; · = not tested or not shown; & = joins results of further samples; ! = not confirmed by another sample.
# Every second line gives: ERp5 inh, PglD DTNB, Casp6 inh, RAD52 inh, esBAF inh, ARNT-TACC3 inh, E-sel inducer, RAD54 branch
Cc1ccc(N(C(=O)CNC(=O)c2ccco2)C(C(=O)NC2CCCC2)c2cccnc2)cc1 (centres undefined)
 : 2, 0, -2, 1, 4, -10, ·, -4
C[C@H](CO)N1C[C@H](C)[C@H](CN(C)Cc2cccc(F)c2)Oc2ncc(Br)cc2C1=O
 : 82*!, 4&-1&0, 1&1&0, 3&3&0, 0&1&1, -8, 0.2, 1&2&-1
CC1=C(C(=O)OCc2ccccc2)C(c2cccc([N+](=O)[O-])c2)NC(=O)N1CCCCCC(=O)O (centres undefined)
 : 1, -3, -1, -15, -4, 10, -0.1, 0
Cc1ccccc1C(=O)Nc1ccnn1C1CCN(C2CCSCC2)CC1
 : -4, -2, -5, -33, ·, -16, -0.1, -21
O=c1cccc(-c2ccccc2)[nH]1
 : ·, 2, ·, ·, -11, 8, 0.8, -17
CCCC1(C(=O)OCC)NC(c2ccc(N(C)C)cc2)C2C(=O)N(c3ccc(OCC)cc3)C(=O)C21 (centres undefined)
 : ·, 5, ·, ·, -8, 0, ·, -5
CS(=O)(=O)N(Cc1ccccc1)c1ccc(C(=O)NCC2CCCO2)cc1 (centres undefined)
 : ·, 7, ·, ·, 1, -4, ·, 1
O=C(CN1CCC(O)(c2cccc(F)c2)CC1)NCCc1c[nH]c2ccccc12
 : 6, 1, 0, 5, -9, 0, ·, -6
CCCNC(=O)N1CC2(CN(C(=O)Nc3cccc(F)c3)C2)c2c(n(C)c3cc(OC)ccc23)[C@@H]1CO
 : 3, ·, 2, 7, ·, ·, 0.3, ·
Cc1nc2c(sc(=S)n2Cc2ccco2)c(=O)n1CC(=O)Nc1cc(F)ccc1F
 : 2, 1, 0, 1, 1, 5, ·, 0
N#CN(Cc1ccccc1)Cc1ccccc1
 : -2, 2, -1, 0, 0, 18, ·, 7
CN(C)c1cccc(C(=O)N(C)C2CCCN(Cc3ccccc3F)C2)c1 (centres undefined)
 : 1, 6, -1, -8, 3, 1, ·, -10
O=C(C[C@@H]1CC[C@H]2[C@@H](COC[C@@H](O)CN2C(=O)Nc2ccc(F)cc2)O1)NC1CCC1
 : -2, 0, 5, 4, 16, -3, 0.3, 2
CC(C)C[C@H](NC(=O)c1nc[nH]c1C(=O)N1CCN(C(=O)OC(C)(C)C)CC1)C(=O)OC(C)(C)C
 : -8, 5, ·, -5, 0, 10, -0.3, 0
COc1ccc(/C=C(\NC(=O)c2ccc(OCC(C)C)cc2)C(=O)OCc2ccco2)cc1
 : 2, ·, 2, -12, ·, 0, 0.4, ·
O=C(CSc1nnc(NCc2ccccc2)s1)c1ccco1
 : ·, 2, ·, ·, 21, 0, ·, -5
C[C@H](CO)N1C[C@H](C)[C@@H](CN(C)Cc2cncnc2)Oc2ncc(-c3cccc(C#N)c3)cc2C1=O
 : 19, 2, 1, 1, -4, -2, -0.3, -4
Cc1ccc2cc(CCNC(=O)CC(C)C)c(=O)[nH]c2c1
 : -1, 3, 2, -2, 0, -5, -0.6, 3
O=C(Nc1ccc(N2CCCC2)cc1)c1cccc(F)c1
 : ·, -2, ·, ·, 3, 0, ·, 1
O=c1[nH]c2ccccc2n1Cc1ccc(F)cc1
 : 0, ·, 1, 1, -1, -9, 1.7, 6
Cn1ncc2cc(NC(N)=S)ccc21
 : -1, 2, -6, -9, -5, -7, 7.8, 10
CC(C)CNC(=O)C1(C)CCCN1Cc1ccc(OC(F)(F)F)cc1 (centres undefined)
 : -6, -1, 0, 4, 4, ·, 4.5, 12
C=CCn1c(COc2ccccc2)nnc1SCC(=O)Nc1ccc(S(N)(=O)=O)cc1
 : ·, 5, ·, ·, -4, -4, ·, -4
COc1ccc(OC)c(/C=C2/Sc3ccccc3C2=O)c1
 : 0, ·, 0, -104, ·, 0, ·, ·
COc1ccc(-c2nnc(SCC(=O)Nc3c(Cl)cc(Cl)cc3C(=O)O)o2)cc1
 : -4, ·, 0, -12, -1, -12, 0.9, ·
C[C@H](CO)N1C[C@H](C)[C@H](CN(C)Cc2ccc(C(=O)Nc3ccccc3N)cc2)Oc2c(NC(=O)c3cnccn3)cccc2C1=O
 : -6, ·, 1, -3, ·, ·, -0.1, ·
O=C(NCCCN1CCN(c2ccccc2)CC1)C1CCCN(c2ncnc3c2nc2n3CCCCC2)C1 (centres undefined)
 : 2, 0, 0, -1, -1, 7, ·, -2
C[C@H](CO)N1C[C@H](C)[C@@H](CN(C)C(=O)Nc2cccc(Cl)c2Cl)OCc2ccccc2-c2c(n(C)c3ccccc23)C1=O
 : -2, ·, 1, 9, ·, ·, 2.4, ·
C/C=C/c1ccc2c(c1)O[C@@H](CN(C)C(=O)Nc1cccc(F)c1)[C@@H](C)CN([C@@H](C)CO)S2(=O)=O
 : -1, 6, 0, 22, 3, 13, 0.1, -28
CCN(CC)S(=O)(=O)c1ccc(C)c(NC(=O)COC(=O)CCC(=O)c2cccs2)c1
 : 3, 3, 0, -1, 1, 1, -0.3, 5

# Every second line gives: ERp5 inh, PglD DTNB, Casp6 inh, RAD52 inh, esBAF inh, ARNT-TACC3 inh, E-sel inducer, RAD54 branch
CCCCN1C[C@H](c2ccc(OC)cc2)[C@@H](CC(=O)Nc2ccc(OC)cc2)C1=O
 : -11, -4, 1, -11, 5, ·, ·, -4
O=C(c1cccc(F)c1)N1CCCCN2[C@@H](CO)[C@@H](c3ccc(/C=C/c4ccccc4)cc3)[C@@H]2C1
 : -1, -1, 0, -20, ·, 3, -0.3, -1
CC(C)CC(=O)Nc1ccccc1-c1nnn(CC(=O)N2CCc3ccccc3C2)n1
 : ·, 2, ·, ·, -7, -3, ·, -14
COc1ccc2nc(SCC(=O)N3CCCCCC3)c(C#N)cc2c1
 : ·, 0, ·, ·, -6, -4, ·, -14
CCCNC(=O)N1C[C@@H](C)[C@H](OC)CN(C)C(=O)c2cc(NC(=O)CCC)ccc2OC[C@@H]1C
 : 8, -1, -1, -20, 0, -8, -0.1, -2
COc1ccc(NS(=O)(=O)NC(=O)c2cn(C)c3ccccc23)cc1
 : -2, 0, -3, 1, 2, 15, ·, 8
O=C(NCCCn1ccnc1)c1cc2c(s1)CCCC2
 : -9, -3, -48, 3, -3, 49*, 0.2, 5
CCCNC(=O)C[C@@H]1CC[C@@H]2[C@@H](COc3ccc(NC(=O)c4cscn4)cc3C(=O)N2C)O1
 : ·, -1, ·, -12, -3, ·, 0.6, 16
Cc1ccc(C)c(NC(=O)C(OC(=O)c2ccc(CO)cc2)c2ccccc2)c1 (centres undefined)
 : 2, -5, -1, -5, -7, -3, -3.4, 4
CCN(CCNC(=O)c1ccc2nc(-c3ccccc3NC(C)=O)c(=O)[nH]c2c1)c1ccccc1
 : -1, ·, 7, 0, 11, -10, 0.2, 1
CCC[C@@H](OS(N)(=O)=O)[C@@H](Cc1ccccc1)C(=O)OCC
 : 2, 8, 0, -8, -4, -4, 0.3, -15
C[C@H](CO)N1C[C@H](C)[C@H](CN(C)S(=O)(=O)c2ccc(F)cc2)OCCCC[C@H](C)Oc2ccc(NS(=O)(=O)c3cccs3)cc2C1=O
 : -6, -2, 0, -29, 7, 15, 0.3, -2
COc1cccc(C(=O)NCc2nnc(SCC(=O)Nc3nccs3)n2-c2cccc(C)c2)c1
 : 2, -2, -2, -7, 3, 24, ·, 3
CSCCC(NS(=O)(=O)c1ccccc1F)C(=O)N1CCCCCC1 (centres undefined)
 : -1, -5, -7, -6, -3, -16, ·, 8
O=C(O)CCc1ccc(-c2cccs2)n1NC(=O)c1cccs1
 : -4, -4, 17, -10, -2, ·, ·, -1
O=C(c1cnccn1)N1CC(=O)N2[C@@H](CO)[C@H](c3ccc(C#CC4CCCC4)cc3)[C@@H]2C1
 : 7, ·, 1, -7, ·, ·, 0.4, ·
O=C(CN1CCN(c2ccccn2)CC1)Nc1ccc(Cl)c(C(F)(F)F)c1
 : ·, 0, ·, ·, -1, -1, ·, 6
COc1ccc(N(Cc2cc3cc(OC)ccc3[nH]c2=O)C(=O)c2cccnc2)cc1
 : ·, -6, ·, ·, -1, -2, ·, 2
O=S(=O)(Cc1ccccc1)Nc1cccc(Br)c1
 : 0, -5, 5, 14, -8, 0, 0.0, 6
C=CC(=O)Nc1cccc(CN2C(=O)N(c3cc(OC)cc(OC)c3)Cc3cnc(NCCCCN(CC)CC)nc32)c1
 : ·, -4, ·, ·, 32, 18, ·, 20
C[C@H](NC(=O)C[C@@H]1C=C[C@H](NC(=O)C2CC2)[C@@H](CO)O1)c1ccccc1
 : 6, 1, -2, -5, 2, -3, -0.1, 2
C[C@H](CO)N1C[C@H](C)[C@H](CN(C)S(=O)(=O)c2cccs2)OCCCC[C@H](C)Oc2ccc(NC(=O)Nc3cccc4ccccc34)cc2C1=O
 : ·, 0, ·, ·, 2, -2, 0.2, 2
CNc1cccnc1C=NNC(N)=S
 : 4, ·, 23, -123, ·, ·, 0.0, ·
C#CCNC(=O)c1ccc2sc([C@H]3C[C@H](O)[C@@H](CO)O3)nc2c1
 : -1, 1, -1, -6, -4, ·, 0.2, -5
Cn1c(SCc2c(F)cccc2Cl)nc2c(c1=O)SCC2
 : 5, ·, 0, 15, ·, -1, 0.2, ·
CC1(C)CC(=O)C2=C(C1)Nc1ccccc1NC2c1cccs1 (centres undefined)
 : 0, ·, 4, 0, ·, -5, 2.3, ·
N#Cc1ccc(CSc2nnc(-c3ccccn3)n2-c2ccccc2)cc1
 : ·, -8, ·, ·, -1, 12, ·, -5
Cc1cccc(-c2nc(CCNC(=O)c3ccco3)cs2)c1
 : -2, 2, 42*, -3, 0, ·, -0.2, -2
CCc1cccc(CC)c1NC(=S)Nc1ccc2cn[nH]c2c1
 : 4, -2, 13, 12, 6, -3, 0.1, 3

# An excerpt from above in order of molecular weight, falling.
# Every second line gives: ERp5 inh, PglD DTNB, Casp6 inh, RAD52 inh, esBAF inh, ARNT-TACC3 inh, E-sel inducer, RAD54 branch
CCCNC(=O)C[C@@H]1CC[C@@H]2[C@@H](COc3ccc(NC(=O)c4cscn4)cc3C(=O)N2C)O1
 : ·, -1, ·, -12, -3, ·, 0.6, 16
O=C(c1cnccn1)N1CC(=O)N2[C@@H](CO)[C@H](c3ccc(C#CC4CCCC4)cc3)[C@@H]2C1
 : 7, ·, 1, -7, ·, ·, 0.4, ·
CCC[C@@H](OS(N)(=O)=O)[C@@H](Cc1ccccc1)C(=O)OCC
 : 2, 8, 0, -8, -4, -4, 0.3, -15

# Arranged by number of heavy atoms (low to high): some entries from above.
# Every second line gives: ERp5 inh, PglD DTNB, Casp6 inh, RAD52 inh, esBAF inh, ARNT-TACC3 inh, E-sel inducer, RAD54 branch
O=C(NCCCn1ccnc1)c1cc2c(s1)CCCC2
 : -9, -3, -48, 3, -3, 49*, 0.2, 5
Cn1c(SCc2c(F)cccc2Cl)nc2c(c1=O)SCC2
 : 5, ·, 0, 15, ·, -1, 0.2, ·
O=C(O)CCc1ccc(-c2cccs2)n1NC(=O)c1cccs1
 : -4, -4, 17, -10, -2, ·, ·, -1
COc1ccc(NS(=O)(=O)NC(=O)c2cn(C)c3ccccc23)cc1
 : -2, 0, -3, 1, 2, 15, ·, 8
N#Cc1ccc(CSc2nnc(-c3ccccn3)n2-c2ccccc2)cc1
 : ·, -8, ·, ·, -1, 12, ·, -5
CCCCN1C[C@H](c2ccc(OC)cc2)[C@@H](CC(=O)Nc2ccc(OC)cc2)C1=O
 : -11, -4, 1, -11, 5, ·, ·, -4
COc1ccc(N(Cc2cc3cc(OC)ccc3[nH]c2=O)C(=O)c2cccnc2)cc1
 : ·, -6, ·, ·, -1, -2, ·, 2
O=C(c1cnccn1)N1CC(=O)N2[C@@H](CO)[C@H](c3ccc(C#CC4CCCC4)cc3)[C@@H]2C1
 : 7, ·, 1, -7, ·, ·, 0.4, ·
CCCNC(=O)N1C[C@@H](C)[C@H](OC)CN(C)C(=O)c2cc(NC(=O)CCC)ccc2OC[C@@H]1C
 : 8, -1, -1, -20, 0, -8, -0.1, -2
C[C@H](CO)N1C[C@H](C)[C@H](CN(C)S(=O)(=O)c2cccs2)OCCCC[C@H](C)Oc2ccc(NC(=O)Nc3cccc4ccccc34)cc2C1=O
 : ·, 0, ·, ·, 2, -2, 0.2, 2
